Bioassay records (PubChem BioAssay)
mIAP inh = mouse IAP inhibition | purified mouse IAP, CDP-Star luminescence, 30 min | inhibition, % at 10 µM | hit rate 0.2% among 330,000;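 active = inhibition of at least 40% at 10 µM in the primary screen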;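 note: plate controls were DMSO with enzyme for no effect and no enzyme wells for full effect; values of inactives mirror those of a sister screen read the other way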
A3A deaminase = inhibitors of human APOBEC3A DNA deaminase; P31941; recombinant A3A, FAM/TAMRA ssDNA deamination fluorescence; inhibition, % at 20 µM; hit rate 0.41% among 330,000; AID 493011;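 active = at least 40% inhibition at 20 µM here, with at most 30% in a related deaminase screen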;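 note: plate controls were A3A with DMSO for no effect and wells lacking A3A enzyme for full effect; some results filed as inactive read as strong as hits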
HKDC1 inhibitor = inhibitors of human hexokinase HKDC1. recombinant HKDC1, G6PDH/diaphorase resazurin coupled fluorescence. hit rate 0.16% among 340,000. inhibition, % at 20 µM. Q2TB90;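 active = inhibition above about 35% when tested at 20 µM, limit read from the data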;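 note: plate controls were DMSO wells with enzyme for no effect and DMSO wells lacking enzyme for full effect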
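System: Recombinant HKDC1 hexokinase | Amount: HKDC1 at 5 µg/mL | Reagent: Glucose with 1 mM ATP | Doses: Single 20 µM dose | Incubation: Reaction time 90 min, room temperature, protected from light | Signal: Coupled resazurin fluorescence, excitation 525 nm, emission 613 nm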
hIAP activ = increases human intestinal alkaline phosphatase activity. P09923. purified human IAP, CDP-Star luminescence, 30 min; hits give high values; 1 = vehicle-only enzyme, 0 = enzyme-free background. activation factor at 10 µM. hit rate 0.16% among 330,000;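 active = activation factor of the enzyme at least 2-fold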; note: the source names both 10 and 20 µM as test concentration; values of inactives mirror those of a sister screen read the other way
Target sequence (P09923 whole entry, looked up): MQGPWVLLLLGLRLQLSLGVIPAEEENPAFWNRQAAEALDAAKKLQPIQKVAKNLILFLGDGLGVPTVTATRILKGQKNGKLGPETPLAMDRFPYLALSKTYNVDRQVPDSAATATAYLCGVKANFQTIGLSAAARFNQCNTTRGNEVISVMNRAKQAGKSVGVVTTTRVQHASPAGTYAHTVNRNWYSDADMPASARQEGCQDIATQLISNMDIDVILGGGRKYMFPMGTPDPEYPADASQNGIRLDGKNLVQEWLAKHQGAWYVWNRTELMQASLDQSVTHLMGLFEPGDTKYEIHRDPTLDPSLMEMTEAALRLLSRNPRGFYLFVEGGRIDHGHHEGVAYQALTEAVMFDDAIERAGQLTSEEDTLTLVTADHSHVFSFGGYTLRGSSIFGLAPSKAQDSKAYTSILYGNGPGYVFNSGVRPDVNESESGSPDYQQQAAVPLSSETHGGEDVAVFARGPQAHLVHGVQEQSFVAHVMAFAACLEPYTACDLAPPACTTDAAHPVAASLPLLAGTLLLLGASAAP
hIAP inh = blocks human intestinal alkaline phosphatase. inhibition, % at 10 µM. purified IAP, CDP-Star luminescence, 30 min. hit rate 0.12% among 330,000;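 active = inhibition reaching a set limit with compound at 10 µM in the primary screen, cut at about 35% in these data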;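 note: plate controls were DMSO wells with enzyme for no effect and no-enzyme buffer wells for full effect; values of inactives mirror those of a sister screen read the other way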
mIAP act = increases mouse intestinal alkaline phosphatase activity; hit rate 0.24% among 330,000; activation factor at 10 µM; muIAP, CDP-Star luminescence, 30 min; hits give high values; 1 = vehicle-only enzyme signal, 0 = enzyme-free wells;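 active = activation factor of at least 2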; note: the source names both 10 and 20 µM as test concentration; values of inactives mirror those of a sister screen read the other way
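Assay system: mouse IAP enzyme; reagent: chemiluminescent substrate CDP-Star; dosing: test compounds delivered from DMSO solution; schedule: 30 min at room temperature; measured by: luminescence from enzymatic CDP-Star hydrolysis; controls: DMSO-only wells and no-enzyme negative control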
PfG6PD inh = PfG6PD (Plasmodium falciparum) enzyme inhibition; PfGluPho enzyme, NADPH resazurin-diaphorase fluorescence; inhibition, % at 20 µM; hit rate 0.78% among 350,000; AID 504690;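 active = inhibition reaching at least a set limit at 20 µM in the primary screen, cut at about 59% in these data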;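 note: 0% = DMSO wells with substrate and 100% = DMSO wells lacking glucose-6-phosphate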
ATG4B inh = inhibitors of human ATG4B cysteine protease; Q9Y4P1; ATG4B cleavage of LC3-PLA2, NBD-HPC fluorescence, 1 h; inhibition, % at 8.33 µM; hit rate 0.51% among 340,000; AID 504462; in the data active = inhibition above about 40%
Target sequence (Q9Y4P1 whole entry, looked up): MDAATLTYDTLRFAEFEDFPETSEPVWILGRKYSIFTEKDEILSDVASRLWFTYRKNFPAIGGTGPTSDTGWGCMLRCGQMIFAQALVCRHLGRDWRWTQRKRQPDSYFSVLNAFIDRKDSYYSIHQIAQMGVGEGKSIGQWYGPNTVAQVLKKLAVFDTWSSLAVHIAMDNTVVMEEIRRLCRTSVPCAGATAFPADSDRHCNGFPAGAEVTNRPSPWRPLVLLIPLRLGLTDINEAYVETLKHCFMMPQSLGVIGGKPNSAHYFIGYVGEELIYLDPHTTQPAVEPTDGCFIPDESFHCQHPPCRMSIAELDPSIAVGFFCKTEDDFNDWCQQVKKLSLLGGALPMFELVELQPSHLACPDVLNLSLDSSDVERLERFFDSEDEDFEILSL
* = called active by the depositor.

SMILES	mIAP inh	A3A deaminase	HKDC1 inhibitor	hIAP activ	hIAP inh	mIAP act	PfG6PD inh	ATG4B inh
C=CCN(CC=C)C(=O)Nc1ccc2nc(C)sc2c1	6	-3	4	0.9	10	0.94	-10	14
Cc1ccc(CN=c2c([N+](=O)[O-])nn(-c3cccc(C)c3)n2O)cc1	16	0	5	0.9	10	0.84	-6	-1
CCOC(=O)N1CCN(C(=O)c2ccc(Cn3c(=S)[nH]c4cc5c(cc4c3=O)OCO5)cc2)CC1	-8	0	-3	0.94	6	1.1	15	-3
CCN(CC)c1ccc(NC(=O)c2cccc(C)c2OC)c(C)c1	-3	-3	-2	1	-2	1	49	6
O=C(Nc1ccc(Cl)cc1)Nc1ccccc1C(=O)NCc1ccco1	-12	-2	-5	1	-3	1.1	9	-4
O=C(NCCC1CCCCN1S(=O)(=O)c1cccs1)C(=O)Nc1ccccc1 (stereo not given)	-6	6	0	0.99	0	1.1	10	-2
CS(=O)(=O)N(CC(=O)Nc1ccc(S(=O)(=O)N2CCCC2)cc1)c1cccc(F)c1	-13	-4	-3	0.98	2	1.1	5	-5
O=C(CSc1ccc(-c2cccc([N+](=O)[O-])c2)nn1)NCc1ccccc1	-2	2	-6	1.1	-7	1	9	-5
CCC(CC)C(=O)Nc1cccc(/C(C)=N\NC(=O)c2ccc(C)s2)c1	4	-1	-3	0.95	5	0.96	-4	-17
N#Cc1c(-c2ccccc2)nc(SCc2ccc(Cl)cc2)[nH]c1=O	18	-1	12	0.91	9	0.82	-52	40
C=CCNC(=O)NC(=O)COC(=O)/C(C#N)=C/c1cc(C)n(CCC(C)C)c1C	11	0	-6	0.71	29	0.89	6	5
CCn1c(=O)c2cc(C(=O)N(C)c3cc(C)ccc3OC)sc2c2ccccc21	-5	-6	1	1.1	-10	1.1	4	-14
Cn1c(=O)n(Cc2ccccc2)c(=O)c2c1nc1n2CCCN1C1CCCCC1	-3	-2	-9	1	0	1	-25	-7
O=C(Nc1cccc(C(=O)O)c1)/C(=C\c1ccc2c(c1)OCO2)NC(=O)c1ccco1	-7	-4	-4	0.93	7	1.1	-15	-1
CN(CCC#N)C(=O)COC(=O)c1ccc2c(=O)n3c(nc2c1)CCC3	-6	2	10	0.98	2	1.1	7	0
COCC(=O)N1CCC(Oc2ccc(C(=O)NCc3cnc(C)cn3)cc2)CC1	-5	6	-4	0.99	1	1.1	4	-3
N#C/C(=C\c1c(N2CCOCC2)nc2ccccn2c1=O)S(=O)(=O)c1ccccc1	2	-3	-1	0.94	6	0.98	-7	4
COCc1c(C(=O)OCC(=O)NCCc2ccc(S(N)(=O)=O)cc2)oc2ccccc12	12	-3	-3	1.1	-10	0.88	-2	-3
CC(=O)Oc1cccc(/C=C2\C=C(c3ccc(C)cc3)OC2=O)c1	-5	36	-8	0.92	8	1.1	-3	5
COc1ccc(-c2ccc(C#N)c(SCC(=O)NC3CC3)n2)cc1OC	-2	1	-5	1.2	-22	1	-8	0
CC(CN(C)Cc1ccccc1)OC(=O)c1cccc(F)c1 (stereo not given)	0	2	-6	1.2	-17	1	14	1
CN(Cc1cccs1)S(=O)(=O)c1ccc(Cl)cc1F	-9	-3	-5	1	0	1.1	9	3
Cc1cc(C)n(C(=O)Cn2nc([N+](=O)[O-])cc2C)n1	6	-2	-3	1.1	-10	0.94	3	-5
CN(C(=O)COC(=O)C1CCN(S(=O)(=O)c2cccs2)CC1)c1ccccc1	1	3	-6	1	-2	0.99	-12	-6
Cc1ccc2nsnc2c1NC(=O)c1cccnc1Cl	0	-1	-7	1.2	-19	0.99	-12	-2
(more compounds)
SMILES	mIAP inh	A3A deaminase	HKDC1 inhibitor	hIAP activ	hIAP inh	mIAP act	PfG6PD inh	ATG4B inh
O=C(Nc1ccc2c(c1)OCO2)C1CCCCN1S(=O)(=O)c1ccccc1 (stereo not given)	2	-6	-1	1	-5	0.97	13	2
Cc1sc2nc(CC(N)=O)[nH]c(=O)c2c1-c1ccccc1	7	1	1	1.1	-11	0.93	-7	5
CC1CN(CCC(=O)Nc2ccccc2F)CC(C)O1 (stereo not given)	-2	-7	5	1.3	-34	1	-4	10
COc1ccc(-c2cc(C(=O)Nc3cccnc3Cl)no2)cc1OC	1	2	-7	0.87	13	0.99	2	-1
CN(C)CCCOC(=O)COc1ccc(Br)cc1	-16	-4	-1	1.1	-10	1.2	-4	-9
O=C(O)c1ccc2c(=O)n3c(nc2c1)/C(=C/c1ccccc1OC(F)F)CC3	2	-1	1	0.87	13	0.98	3	-6
COc1ccc(-c2ccnc(SCC(=O)c3ccc(Cl)cc3)n2)cc1	5	6	3	0.91	9	0.95	4	-12
CCCC(=O)C1=C(O)C(C(=O)OC)C(C)(C)CC1=Nc1ccccc1 (stereo not given)	14	1	-2	0.95	5	0.86	-22	7
CCNS(=O)(=O)c1ccc(NC(=O)c2cccnc2)cc1	7	-1	8	0.84	16	0.93	-15	3
Cn1ncc(N=Cc2ccccc2)c1C(=O)Nc1cccc(Cl)c1	12	-2	-2	0.92	8	0.88	25	-11
O=c1ncn(-c2ccc(F)cc2)c2ncccc12	-2	-3	-9	0.94	6	1	4	-11
CCOC(=O)c1c(NCC2CCCO2)c2ccccc2[nH]c1=O (stereo not given)	8	2	-7	1	-1	0.92	10	-2
CC(=O)Nc1ccc(S(=O)(=O)NC2(C(F)(F)F)NC(=O)N(c3ccc(C)cc3)C2=O)cc1 (stereo not given)	-13	-2	-6	1.1	-9	1.1	-11	-3
Cc1ccc(NC(=O)N/C=C/c2ccccc2)cc1	-123	-6	-1	0.95	5	2.2*	2	-9
Cc1cc(C(=O)OCC(=O)NCc2ccco2)c(C)o1	8	10	-2	0.99	1	0.92	10	-12
COc1ccc(SCCN2CCN(C)CCC2=O)cc1	-1	1	0	0.93	7	1	3	-5
CCCCOc1ccc(NC(=O)C(=O)NCCCn2ccnc2)cc1	11	2	9	1.1	-12	0.89	20	-3
O=C(/C=C/c1ccco1)Nc1ccc(C(=O)N2CCOCC2)cc1	3	6	2	1.2	-24	0.97	5	2
CCCCC1=CC2=C(c3ccco3)C(=O)C(C)(OC(=O)c3ccc(OC)cc3)C(=O)C2=CN1Cc1ccccc1 (stereo not given)	13	8	23	1.2	-20	0.87	25	7
COc1ccccc1CNC(=O)CN1CCC(NC(=O)c2ccccc2F)CC1	-4	-4	-3	1.1	-6	1	8	-3
Cc1ccc(NC(=O)c2sc3nc(N4CCOCC4)c4c(c3c2N)CC(C)(C)OC4)cc1	-3	-3	-5	0.95	5	1	49	0
CCOC(=O)NC1(NC2CCCCC2)Oc2ccccc2O1	10	1	17	1.1	-5	0.9	37	-8
CCOc1ccc(NC(=O)CN2C(=O)C3CC=CCC3C2=O)cc1 (stereo not given)	-2	4	-3	1.1	-7	1	-1	-6
[O-]/[N+](=C/c1cccnc1)c1ccc(Br)cc1	-8	-8	2	0.98	2	1.1	105*	-6
COc1ccc(-c2cc(C(F)(F)F)n3nc(C(=O)NCc4ccco4)cc3n2)cc1	-5	-4	-4	0.8	20	1	-6	-15

13 structures out of the list, ordered by formula weight, low to high.
SMILES	mIAP inh	A3A deaminase	HKDC1 inhibitor	hIAP activ	hIAP inh	mIAP act	PfG6PD inh	ATG4B inh
O=c1ncn(-c2ccc(F)cc2)c2ncccc12	-2	-3	-9	0.94	6	1	4	-11
[O-]/[N+](=C/c1cccnc1)c1ccc(Br)cc1	-8	-8	2	0.98	2	1.1	105*	-6
CCNS(=O)(=O)c1ccc(NC(=O)c2cccnc2)cc1	7	-1	8	0.84	16	0.93	-15	3
CCOC(=O)c1c(NCC2CCCO2)c2ccccc2[nH]c1=O (stereo not given)	8	2	-7	1	-1	0.92	10	-2
CC(=O)Oc1cccc(/C=C2\C=C(c3ccc(C)cc3)OC2=O)c1	-5	36	-8	0.92	8	1.1	-3	5
CN(CCC#N)C(=O)COC(=O)c1ccc2c(=O)n3c(nc2c1)CCC3	-6	2	10	0.98	2	1.1	7	0
COc1ccc(-c2cc(C(=O)Nc3cccnc3Cl)no2)cc1OC	1	2	-7	0.87	13	0.99	2	-1
COc1ccc(-c2ccnc(SCC(=O)c3ccc(Cl)cc3)n2)cc1	5	6	3	0.91	9	0.95	4	-12
O=C(CSc1ccc(-c2cccc([N+](=O)[O-])c2)nn1)NCc1ccccc1	-2	2	-6	1.1	-7	1	9	-5
O=C(Nc1ccc2c(c1)OCO2)C1CCCCN1S(=O)(=O)c1ccccc1 (stereo not given)	2	-6	-1	1	-5	0.97	13	2
COCC(=O)N1CCC(Oc2ccc(C(=O)NCc3cnc(C)cn3)cc2)CC1	-5	6	-4	0.99	1	1.1	4	-3
COc1ccccc1CNC(=O)CN1CCC(NC(=O)c2ccccc2F)CC1	-4	-4	-3	1.1	-6	1	8	-3
CC(=O)Nc1ccc(S(=O)(=O)NC2(C(F)(F)F)NC(=O)N(c3ccc(C)cc3)C2=O)cc1 (stereo not given)	-13	-2	-6	1.1	-9	1.1	-11	-3

(continued)
SMILES	mIAP inh	A3A deaminase	HKDC1 inhibitor	hIAP activ	hIAP inh	mIAP act	PfG6PD inh	ATG4B inh
Cn1nc(-c2ccccc2)c(-c2nc(-c3cccc(Cl)c3)no2)c1Cl	4	-3	-4	0.98	2	0.96	-16	-4
CCOC(=O)c1nc(Nc2ccc(N3CCC(C)CC3)cc2)c2ccccc2n1	5	-5	2	0.8	20	0.95	45	-7
Cc1ccccc1S(=O)(=O)c1c(C)cc(C)n(C(C)C)c1=O	-3	-1	11	0.91	9	1	-5	1
COc1ccc(C(=O)/C=C/C(=O)N(Cc2ccc3c(c2)OCO3)C(C(=O)NC2CCCCC2)c2ccncc2)c(O)c1 (stereo not given)	-1	-1	-2	0.85	15	1	7	-12
O=C(Nc1nc2ccc(S(=O)(=O)N3CCCC3)cc2s1)C1CCCO1 (stereo not given)	7	-3	-5	0.89	11	0.93	7	-1
CCc1noc(C)c1C(=O)N1CCCC(N2CCN(c3ccc(F)cc3)CC2)C1 (stereo not given)	5	-7	-5	1.3	-26	0.95	-4	-2
O=C(CSCc1ccccc1Cl)NN1C(=O)c2ccccc2C1=O	15	-4	-8	0.96	4	0.85	-8	2
CCCCN(CC)CCNC(=O)c1[nH]c(C)c(C(C)=O)c1C	3	-1	-1	0.88	12	0.97	9	-6
COc1ccc(/C=C/C(=O)OCC(=O)Nc2cccc(Oc3ccccc3)c2)c(OC)c1	2	-2	5	0.92	8	0.98	-22	-6
CC(=O)c1cccc(N(C(=O)c2csnn2)C(C(=O)NC2CCCC2)c2ccccc2)c1 (stereo not given)	2	-4	-4	1.1	-5	0.97	-6	-4
Cn1ccnc1SCC(=O)c1ccc([N+](=O)[O-])cc1	6	-2	-7	1	-5	0.94	20	7
CCOC(=O)c1csc(NC(=O)CSc2nnnn2-c2cccc(OC)c2)n1	5	1	2	1.1	-14	0.95	-23	-10
O=C(CSc1cccc[n+]1[O-])NCCCc1ccccc1	-2	11	-6	1	-1	1	10	-38
Cc1csc2c(N(C)CCO)ncnc12	-3	4	-2	1	-5	1	10	4
O=C(O)CC(NC(=O)C12CC3CC(CC(C3)C1)C2)c1cccc(Cl)c1 (stereo not given)	-5	-1	-5	1.2	-16	1	-12	6
CCc1noc(C)c1C(=O)N1CCN(S(=O)(=O)c2ccc(Br)cc2)CC1	2	2	2	0.94	6	0.98	-18	-2
